Screens as filed in PubChem BioAssay.
NadD block: inhibitors of S. aureus NadD, primary screen, biochemical, colorimetric, uHTS; inhibition, % at 20 µM; Nicotinate-nucleotide adenylyltransferase NadD (Staphylococcus aureus N315); 360,000 tested, 0.78% active; purified NadD enzyme, colorimetric absorbance read-out; in the data active = inhibition above about 26%; also: some compounds past the cut are filed as inactive
Rpn11 block: Rpn11 (PSMD14) deubiquitinase inhibitors, primary screen, biochemical, fluorescence polarization, uHTS | 360,000 tested, 0.59% active | human 26S proteasome, Ub4-pepOG fluorescence polarization; 20S core pre-blocked with epoxomicin | calls only at 20 µM | 26S proteasome non-ATPase regulatory subunit 14 (Homo sapiens), O00487;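 active = inhibition at 20 µM, scaled to each plate's controls, above about 33%, limit read from the data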
CSN inh: inhibitors of CSN-mediated cullin deneddylation, primary screen, biochemical, fluorescence polarization, uHTS; COP9 signalosome complex subunit 5 (Homo sapiens), Q92905; Purified CSN, SCF-Nedd8-OG deneddylation; inhibition, % at 12.5 µM; 360,000 tested, 0.38% active; AID 651999, 2013;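 active = pattern-corrected inhibition above about 35%, with an unprinted fluorescence ratio check between 0.5 and 1.5, limit read from the data, passing the limit was not always enough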;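 also: 0% = enzyme with substrate and 100% = substrate without enzyme; some results filed as inactive read as strong as hits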
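test system = HEK293T-derived human Csn5 enzyme | amount = 0.24 nM Csn5 enzyme, final concentration | medium = Tris/NaCl/DTT buffer, pH 7.5 | schedule = 90 min reaction at room temperature | signal = FP | evaluation = inhibition of Csn5 cleavage, % | compound dosing = single dose of 12.5 µM compound with 0.25% DMSO | probe or stimulus = 10 nM SCFSkp2-Nedd8OG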
LMPTP block: LMPTP phosphatase inhibitors, primary screen, biochemical, fluorescence intensity, uHTS; Low molecular weight phosphotyrosine protein phosphatase (Homo sapiens), P24666; recombinant LMPTP-A, OMFP fluorogenic substrate; inhibition, % at 20 µM; 360,000 tested, 0.22% active;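 active = compounds that cut the enzyme signal by at least half of the control window in the single-dose screen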;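 also: plate controls were DMSO wells with enzyme plus substrate for no effect and substrate without enzyme for full effect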
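Assay system: LMPTP-A phosphatase enzyme | Input: 0.625 nM enzyme | Also added: Fluorogenic phosphatase substrate OMFP at 400 µM final | Compound dosing: One test concentration per compound, 20 µM, with 3% DMSO overall | Schedule: 50 min enzyme reaction at room temperature, protected from light | Signal: Fluorescence intensity | Benchmarks: no-enzyme and uninhibited controls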
DNMT1 block: human DNMT1 methyltransferase inhibitors, primary screen, biochemical, molecular beacon, fluorescence, HinP1I cleavage, uHTS. AID 588458, 2011. DNA (cytosine-5)-methyltransferase 1 (Homo sapiens), P26358. 360,000 tested, 0.83% active. inhibition (reported as % activation of signal), % at 10 µM; in the data active = inhibition above about 50%
Target sequence (P26358 504-1616 limits assumed): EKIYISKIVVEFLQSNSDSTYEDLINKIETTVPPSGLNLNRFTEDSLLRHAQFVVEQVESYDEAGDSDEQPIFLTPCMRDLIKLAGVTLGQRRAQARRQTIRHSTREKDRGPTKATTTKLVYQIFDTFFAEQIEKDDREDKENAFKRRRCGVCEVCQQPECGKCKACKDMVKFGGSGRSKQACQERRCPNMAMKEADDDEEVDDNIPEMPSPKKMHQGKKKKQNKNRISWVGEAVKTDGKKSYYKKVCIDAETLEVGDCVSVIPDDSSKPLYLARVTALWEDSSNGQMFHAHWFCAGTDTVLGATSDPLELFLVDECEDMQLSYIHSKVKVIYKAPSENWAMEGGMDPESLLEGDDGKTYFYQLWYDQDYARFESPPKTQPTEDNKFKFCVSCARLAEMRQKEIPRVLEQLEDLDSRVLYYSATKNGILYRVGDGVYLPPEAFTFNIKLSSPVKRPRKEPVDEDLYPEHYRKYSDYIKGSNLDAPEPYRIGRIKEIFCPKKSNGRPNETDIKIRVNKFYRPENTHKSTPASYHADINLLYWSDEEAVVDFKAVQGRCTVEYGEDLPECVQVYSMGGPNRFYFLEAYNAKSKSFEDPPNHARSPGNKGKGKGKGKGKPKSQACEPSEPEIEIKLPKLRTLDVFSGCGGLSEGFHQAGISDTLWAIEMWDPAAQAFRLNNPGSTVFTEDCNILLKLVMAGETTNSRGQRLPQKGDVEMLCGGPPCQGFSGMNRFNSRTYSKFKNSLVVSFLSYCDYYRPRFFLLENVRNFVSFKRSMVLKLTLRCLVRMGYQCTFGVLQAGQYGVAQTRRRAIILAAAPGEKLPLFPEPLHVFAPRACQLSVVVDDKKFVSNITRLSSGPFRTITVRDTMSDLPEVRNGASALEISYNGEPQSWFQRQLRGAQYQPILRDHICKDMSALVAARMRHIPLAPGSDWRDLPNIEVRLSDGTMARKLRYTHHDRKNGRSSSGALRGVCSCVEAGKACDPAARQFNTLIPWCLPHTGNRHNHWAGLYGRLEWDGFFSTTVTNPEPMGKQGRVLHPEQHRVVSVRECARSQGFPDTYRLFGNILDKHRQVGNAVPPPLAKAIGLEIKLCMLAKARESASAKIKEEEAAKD
STEP inh: STEP phosphatase inhibitors, primary screen, biochemical, fluorescence intensity, uHTS; recombinant STEP, OMFP fluorogenic substrate; inhibition, % at 20 µM; 360,000 tested, 0.25% active; Tyrosine-protein phosphatase non-receptor type 5 (Homo sapiens), P54829;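 active = inhibition at 20 µM, scaled per plate between control wells, above about 37%, limit read from the data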;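 also: 0% = DMSO with enzyme and substrate and 100% = substrate only without enzyme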
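Material: STEP (striatal-enriched tyrosine phosphatase) enzyme, cell-free; Compound dosing: 20 µM single dose in 1% DMSO; Technique: fluorescence read at 480 nm ex / 540 nm em; Times: reaction 20 min, ambient temperature; Medium: 50 mM Bis-Tris pH 6.0 with 2.5 mM DTT and 0.005% Tween 20; Also added: OMFP at 25 µM.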
PABP1 MLLE inh: inhibitors of PABP1 MLLE–PAM2 peptide binding, primary screen, biochemical, fluorescence polarization, FITC-PAM2, GST-MLLE; Polyadenylate-binding protein 1 (Homo sapiens), P11940; inhibition, % at 20 µM; 360,000 tested, 0.36% active; in the data active = inhibition above about 35%, passing the limit was not always enough;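 also: plate controls were DMSO wells with GST-MLLE for no effect and wells lacking GST-MLLE protein for full effect; some results filed as inactive read as strong as hits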
TbMetRS inhib: T. brucei MetRS inhibitors, primary screen, biochemical, luminescence; methionyl-tRNA synthetase (Trypanosoma brucei brucei); purified T. brucei MetRS, ATP depletion, Kinase-Glo luminescence; inhibition, % at 11.9 µM; 360,000 tested, 0.4% active;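 active = inhibition above a per-plate cutoff of the control wells' mean inhibition plus 3 SD, cut at about 5.5% in these data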;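 also: 0% = DMSO wells median and 100% = median of wells with control inhibitor compound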
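technique = Kinase-Glo luminescence, ATP depletion format | system = purified MetRS (methionyl-tRNA synthetase) enzyme from Trypanosoma brucei | timing = 15 min preincubation, 2 h reaction, all 25 °C | evaluation = percent inhibition versus plate control medians | dosing = single dose, 11.9 µM final nominal, 0.9% final DMSO | also added = substrates ATP, L-methionine and bulk Escherichia coli tRNA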
Scp-1 inhibitor: Scp-1 phosphatase inhibitors, primary screen, biochemical, colorimetric, uHTS; Recombinant Scp1, phosphopeptide, malachite green phosphate absorbance; inhibition, % at 20 µM; 340,000 tested, 0.88% active; AID 493091, 2011;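 active = inhibition above about 50% at 20 µM, limit read from the data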;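 also: plate controls were DMSO wells with enzyme for no effect and wells lacking enzyme for full effect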
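Times: enzyme reaction 45 min at room temperature, colour 5 min, stabilisation 30 min. Material: SCP-1 catalytic fragment, aa 76-261. Medium: Acidic Tris acetate buffer with magnesium and detergent. Signal: colorimetric free-phosphate detection, absorbance 630 nm. Read-out basis: % inhibition of SCP-1 phosphate liberation. Reagent: Phosphorylated 17-residue peptide substrate.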
SUMO1 PPI mod: modulators of SUMO1 protein-protein interactions, primary screen, biochemical, uHTS; Small ubiquitin-related modifier 1 (Homo sapiens), P63165; 360,000 tested, 0.33% active; SUMO1 binding to a labelled peptide, TR-FRET, 1 h; AID 602429, 2012; inhibition, % at 20 µM; in the data active = inhibition above about 37%
* = called active by the depositor; i = inactive; nt = no result given; + = active, no number.

SMILES	NadD block	Rpn11 block	CSN inh	LMPTP block	DNMT1 block	STEP inh	PABP1 MLLE inh	TbMetRS inhib	Scp-1 inhibitor	SUMO1 PPI mod
O=C(Nc1cccc(S(=O)(=O)N2CCCC2)c1)c1ccc2c(c1)OCO2	1	i	3	-0.8	95*	-1	9	-0.6	-5	0
CSc1ccccc1NC(=O)CCn1c(=O)oc2ccccc21	-2	i	2	1.1	3	-3	-9	-0.2	-5	2
COc1ccc(-c2cc(CNc3nc(NCc4ccccc4OC)nc4ccsc34)on2)cc1	21	i	-6	13	-27	16	9	-0.2	nt	4
CCN(CC)c1nc(SCC(=O)O)nc(N(CC)CC)n1	9	i	1	-1.9	4	-1	-10	0.1	4	-1
CCCS(=O)(=O)NC(=O)C1(C)CCCN(C(=O)c2cccs2)C1 (centres undefined)	-6	i	-1	-0.6	1	1	-2	-0.3	nt	2
COc1cccc(NC(=O)c2cccs2)c1	-8	i	0	-1.0	4	-1	3	-0.5	6	-3
COc1ccc(S(=O)(=O)N2CCC(C(=O)Nc3cccc(Cl)c3)CC2)cc1OC	-8	i	-6	-0.2	-2	-1	7	-0.1	-6	-1
Cc1onc(-c2ccccc2)c1C(=O)O/N=C(\N)c1ccc([N+](=O)[O-])o1	-7	i	1	-0.3	-1	1	-3	-0.7	-18	-16
Cc1cccc(Cl)c1NC(=O)NCCCN1CCCCC1C (centres undefined)	-4	i	4	-3.5	-4	2	-9	-0.9	nt	4
COc1ccc(/C=N/NC(=O)c2ccc[nH]2)cc1	-8	i	2	-0.5	1	-2	10	-0.4	-7	-12
CC(C)CN1CCN(Cc2ccc(C#CC(C)(C)O)cc2)CC1CCO (centres undefined)	-3	i	2	-1.1	-1	9	-2	-0.3	-4	5
CN1C(=O)S/C(=C\c2ccccc2OCc2ccc(C(=O)O)cc2)C1=O	2	i	4	2.1	2	5	3	-0.8	18	-5
COc1ccccc1N1CCN(C(=O)c2oc3cc(C)cc(C)c3c2C)CC1	5	i	5	3.3	-6	-3	-1	0.0	-2	2
Cc1ccc(NC(=O)C2CCN(S(=O)(=O)c3ccc4c(c3)NC(=O)C(C)S4)CC2)c(C)c1 (centres undefined)	-3	i	5	0.3	-6	0	-5	0.7	-4	1
Cc1cc(C)n2cc(COc3ccccc3)nc2n1	-3	i	-10	-1.3	2	-3	-3	-0.1	0	2
CCCC(C(=O)NC1CCCC1)N(Cc1cccs1)C(=O)c1snc(C(N)=O)c1N (centres undefined)	-2	i	-2	-0.6	-1	-2	-1	-0.4	-6	-8
COc1ccc(Cn2c(=O)sc3ccccc32)cc1	-5	i	-5	-0.6	1	0	4	-1.8	-2	1
Cc1cc(=O)[nH]c(SCc2cccc(F)c2)n1	-2	i	3	1.7	-4	-3	5	-0.6	-4	0
Fc1cccc(-c2c(-c3ccccc3)ncc3cc(F)ccc23)c1	-2	i	-8	3.6	15	0	-16	-0.4	7	-5
COc1cccc(C(C(=O)NC2CCCC2)N2CCN(c3cc(C)ccc3C)CC2)c1OC (centres undefined)	nt	nt	4	1.5	nt	nt	nt	-0.8	nt	0
COc1ccc(-c2cc(C)no2)cc1S(=O)(=O)N1CCN(C(=O)c2ccco2)CC1	-3	i	2	-0.2	5	1	0	-0.7	6	3
COc1ccccc1C(=O)n1nc(-c2ccccc2)nc1NCc1ccco1	0	i	-4	4.0	-7	-2	7	0.4	-11	0
O=C(COc1cccc2cccnc12)Nc1cccc(S(=O)(=O)N2CCCC2)c1	14	i	-4	3.9	-15	2	-25	0.2	6	-2
COc1ccc(-c2nc(SCc3ccc(C#N)cc3)[nH]c(=O)c2C#N)cc1	7	i	-3	2.8	-1	0	6	-0.1	-8	8
Cc1cccc(C(=O)c2c(N)sc3c2CCC(C)C3)c1 (centres undefined)	7	i	-5	0.8	-10	7	12	-0.4	-7	-2
O=C(N/N=C\c1cc(Cl)ccc1O)c1ccc(S(=O)(=O)N2CCCCC2)cc1	9	i	-6	-1.9	19	-6	-21	-1.3	-37	3
Cc1c(/C=C(\CC(=O)O)c2nc3ccccc3s2)cc(C#N)n1C	0	i	-4	-1.1	0	-2	6	0.1	-14	-10
CC(NS(=O)(=O)OCC(Cl)(Cl)Cl)c1ccc(C(C)(C)C)cc1 (centres undefined)	-1	i	-5	1.1	0	-5	-6	-0.6	2	6
COc1ccc(NC(=O)Nc2cc(C)ccc2OC(F)F)c(OC)c1	-5	i	5	0.7	0	2	-14	-0.7	-3	2
CC=Cc1cc(OC)c2c(c1)C(C)C(c1ccc(O)c(OC)c1)O2 (centres undefined)	-7	i	0	3.2	-6	5	0	-0.3	-3	8

Molecules from the list above with a cyano group (2):
SMILES	NadD block	Rpn11 block	CSN inh	LMPTP block	DNMT1 block	STEP inh	PABP1 MLLE inh	TbMetRS inhib	Scp-1 inhibitor	SUMO1 PPI mod
COc1ccc(-c2nc(SCc3ccc(C#N)cc3)[nH]c(=O)c2C#N)cc1	7	i	-3	2.8	-1	0	6	-0.1	-8	8
Cc1c(/C=C(\CC(=O)O)c2nc3ccccc3s2)cc(C#N)n1C	0	i	-4	-1.1	0	-2	6	0.1	-14	-10

Next part:
SMILES	NadD block	Rpn11 block	CSN inh	LMPTP block	DNMT1 block	STEP inh	PABP1 MLLE inh	TbMetRS inhib	Scp-1 inhibitor	SUMO1 PPI mod
CCOC(=O)N1CCN(C(=O)c2cccc(-n3c(=S)[nH]c4cc(Cl)ccc4c3=O)c2)CC1	1	i	-1	-1.3	-2	5	-13	-0.2	-6	4
CCOc1ccc2nc(SCC(=O)N3CCCCCC3)c(C#N)cc2c1	-1	i	-4	3.6	1	3	5	-0.8	0	-13
O=C(NC1C2CC3CC(C2)CC1C3)C1CCCCC1 (centres undefined)	-4	i	-1	-1.1	0	-2	6	-0.6	-6	5
CCc1nc2ccc(C(=O)N3CCN(C(=O)c4ccco4)CC3)cn2c1N(C)Cc1nccs1	3	i	-2	-1.4	3	-2	16	-0.3	nt	-4
Nc1nc(-c2ccc(Cl)cc2)nnc1-c1ccc(Br)cc1	11	i	4	1.0	-4	2	5	2.2	-1	-5
CC(=O)Nc1ccc(NC(=O)C2CCN(c3c(Cc4ccccc4)c(C)nc4ncnn34)CC2)cc1	6	i	3	-0.9	0	-1	3	-0.5	-10	-1
N#C/C(=C\c1ccc(Cl)cc1)C(=O)Nc1cccnc1	13	+	0	0.2	-2	-2	0	-0.2	-1	-6
CC(C)CN1CCN=C1Nc1ccccc1	3	i	-4	-0.6	6	-2	-1	-0.2	-11	-4
Cc1ccc(C)c(NC(=O)CN(C)C(=O)c2cc([N+](=O)[O-])ccc2N2CCOCC2)c1	0	i	-1	-0.5	0	-4	-30	0.0	-4	-17
CC12C=CC(=O)C=C1CCC1C3CCC(O)(C(=O)CO)C3(C)CC(O)C12F (centres undefined)	0	i	-4	-2.0	4	-1	17	-0.2	0	2
COc1ccc(Cl)cc1N(CC(=O)N1CCCC1)S(C)(=O)=O	-1	i	-6	-0.1	0	1	-16	-0.2	0	19
CC1CCCN(S(=O)(=O)c2ccc(C(=O)Nc3nnc(C4=COCCO4)o3)cc2)C1 (centres undefined)	13	i	-4	-1.1	-1	0	5	-0.3	nt	5
CCn1c(C)cc(C(=O)CN2C(=O)c3ccccc3S2(=O)=O)c1C	-1	i	2	0.0	-2	-3	10	-0.2	-7	1
O=C(CN1C(=O)NC2(CCc3ccccc32)C1=O)Nc1cccc(Cl)c1 (centres undefined)	-1	i	2	-0.5	2	-3	-13	0.2	-5	-2
CCOC(=O)C1CCN(S(=O)(=O)c2ccc3[nH]c4c(c3c2)CCCC4)CC1	-7	i	5	4.8	-4	8	-6	-0.7	-9	1
COc1ccc(C)cc1NC(=O)CSc1nnc(CC(=O)Nc2ccccc2C)n1C	-1	i	-3	-0.6	0	-1	13	-1.2	-4	3
CC(C)Cn1c(N)c(C(=O)COC(=O)c2cnccn2)c(=O)n(C)c1=O	3	i	10	-0.7	-6	0	-30	-0.6	-7	1
CC(C)N(C(=O)CS(=O)(=O)c1ccc(Cl)c(Cl)c1)C(C)C	-5	i	-10	-0.8	-1	-2	-8	0.1	-1	1
C/C(=N\NC(=O)c1cc(-c2ccncc2)nc2ccccc12)c1ccc(N2CCOCC2)cc1	7	i	-4	4.7	-3	-2	6	-0.2	-3	-7
COc1ccccc1CNC(=O)C1CC(c2ccccc2F)=NO1 (centres undefined)	-1	i	0	0.3	-1	3	0	-0.4	-5	13
CCOc1ccccc1NS(=O)(=O)c1csc(C(N)=O)c1	-7	i	4	-2.3	1	-2	6	-1.0	-6	2
COc1ccc(/C=C/C2=CCN(Cc3ccc(OC)cc3)CC2)cc1	-2	i	-11	0.5	-3	-2	-8	0.1	3	-13
COc1ccc(NS(=O)(=O)c2c(C)cc(C)cc2C)cc1	-11	i	-1	1.2	-4	1	3	-0.6	-7	-4
Cc1ccccc1N1C(=O)C(Oc2ccc(Cl)cc2)C1CNCCCOC(C)C (centres undefined)	-5	i	-3	-1.8	3	-1	-3	0.3	4	4
COc1cc(/C=N/NC(=O)c2cccc(NC(=O)c3ccccc3C)c2)ccc1O	-3	i	-4	0.9	-1	-2	3	4.7	-8	0
COc1ccc(NC(=O)CSc2nc3ccccc3c(=O)n2CCCN2CCC(C)CC2)c(OC)c1	-7	i	-4	2.5	1	2	2	0.1	-1	6
